Assay outcomes deposited in PubChem by National Center for Advancing Translational Sciences (NCATS).
RECQ1 helicase: RECQ1 (human) helicase inhibition; hit rate 0.54% among 240,000; P46063; RECQ1 DNA unwinding, red fluorescence kinetic read; Potency, µM (top dose mostly 57.3 µM), for inactives: at the highest dose activity, negative = inhibition, most hits filed as inhibitors;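 note: plate controls were vehicle for no effect and no enzyme for full effect; nearly all actives have a fitted effect of over 30% in size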
Target sequence (P46063 whole entry, looked up): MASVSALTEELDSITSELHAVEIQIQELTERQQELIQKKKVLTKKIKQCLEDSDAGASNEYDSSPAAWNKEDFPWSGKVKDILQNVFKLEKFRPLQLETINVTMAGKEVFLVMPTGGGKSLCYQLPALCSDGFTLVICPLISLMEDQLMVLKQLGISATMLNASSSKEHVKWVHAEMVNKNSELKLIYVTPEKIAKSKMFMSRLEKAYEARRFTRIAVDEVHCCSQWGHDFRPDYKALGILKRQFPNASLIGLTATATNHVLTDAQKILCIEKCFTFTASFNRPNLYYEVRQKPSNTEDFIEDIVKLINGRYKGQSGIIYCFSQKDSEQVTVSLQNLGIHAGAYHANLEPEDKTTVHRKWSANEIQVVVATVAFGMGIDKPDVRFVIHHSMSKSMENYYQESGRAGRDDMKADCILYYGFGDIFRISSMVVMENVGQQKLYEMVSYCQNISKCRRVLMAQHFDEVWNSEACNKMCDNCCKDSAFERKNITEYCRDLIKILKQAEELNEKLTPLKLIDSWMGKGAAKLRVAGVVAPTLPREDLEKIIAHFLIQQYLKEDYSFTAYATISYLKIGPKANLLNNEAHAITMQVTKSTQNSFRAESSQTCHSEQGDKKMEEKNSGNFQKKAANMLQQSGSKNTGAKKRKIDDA
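RECQ1T1 50 nM; forked duplex (20 bp + 30-nt ss tails) 200 nM, ATP 2 mM final; pH 8.0, 2 mM MgCl2, 2.5 ug/ml poly(dI-dC); 15 min compound preincubation; discontinuous kinetic read over 2 h at RT.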
GoLoco inh red: blocks human Gai1 binding to RGS12 GoLoco peptide, red readout. P63096. Gai1:RGS12 GoLoco peptide FP, rhodamine, 10 min. Potency, µM (doses to about 61.6 µM), for inactives: at the top dose activity, negative = inhibition, most hits filed as inhibitors. hit rate 0.44% among 230,000. AID 880; active = well fitted inhibition curve with a large enough effect, not every such curve was filed as active; inactive = no such curve, though single readings can be large or run the other way; note: % is set by controls: 0 for no effect and ±100 for the full control effect; nearly all actives have a fitted effect of over 30% in size; many of its hits are not listed in these tables
Target sequence (P63096 whole entry, looked up): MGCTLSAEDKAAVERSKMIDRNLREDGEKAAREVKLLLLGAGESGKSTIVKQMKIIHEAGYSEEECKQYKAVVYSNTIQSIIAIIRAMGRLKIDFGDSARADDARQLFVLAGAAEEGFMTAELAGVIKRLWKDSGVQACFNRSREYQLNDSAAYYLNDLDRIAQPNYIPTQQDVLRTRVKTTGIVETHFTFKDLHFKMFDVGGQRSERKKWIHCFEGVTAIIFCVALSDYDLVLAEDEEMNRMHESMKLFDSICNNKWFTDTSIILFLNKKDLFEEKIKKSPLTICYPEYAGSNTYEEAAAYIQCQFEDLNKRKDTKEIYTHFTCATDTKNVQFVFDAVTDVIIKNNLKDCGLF
JMJD2E inh: JMJD2E (human) inhibition. B2RXH2. JMJD2E catalytic domain, FDH-coupled NADH fluorescence (FDH is formaldehyde dehydrogenase). Potency, µM (doses to about 57.1 µM), without a hit: at the top dose activity change, negative = inhibition, hits mostly inhibitors. hit rate 1.6% among 230,000. AID 2147; active = well fitted inhibition curve with a large enough effect, not every such curve was filed as active; inconclusive = small, poorly fitted or top-dose-only effect, or another doubt; inactive = no such curve, though single readings can be large or run the other way;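 note: 0% = wells with enzyme and -100% = buffer wells without enzyme; nearly all actives have a fitted effect of over 50% in size; many of its hits are not listed in these tables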
SMN2 splice up: enhancers of SMN2 splice variant expression. HEK293 SMN2-luciferase splicing reporter, luminescence, 30-36 h. Potency, µM (top dose mostly 46.1 µM), without a hit: at the top dose activity change, positive = activation, most hits filed as activators. hit rate 2.8% among 210,000; note: % of control where 0% means no effect; nearly all actives have a fitted effect of over 55% in size
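HEK293 cells carry an SMN2 […]–luciferase reporter in which exon 7 inclusion puts luciferase in frame. Cells were plated 10-12 h before compound addition, then incubated 30-36 h at 37C. ONE-Glo luminescence was read; sodium butyrate at 4.5 mM final served as control.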
NPSR antag: neuropeptide S receptor (human) antagonism, cAMP; Q6W5P4; AID 1461; hit rate 1% among 220,000; Potency, µM (highest dose often 38.3 µM), without a hit: at the top dose activity change, negative = inhibition, actives largely listed as inhibitors; CHO-NPSR cells, cAMP TR-FRET, antagonist mode; note: % is set by controls: 0 for no effect and ±100 for the full control effect; nearly all actives have a fitted effect of over 50% in size; many of its hits are not listed in these tables
Epigenetic reg: regulators of epigenetic silencing causing reporter derepression in mouse cells; hit rate 0.2% among 280,000; murine LDR cells, GFP reporter derepression, 30 h; Potency, µM (doses to about 53.9 µM), inactives show at the top dose GFP activation, usual class: activators; note: % of control where 0% means no effect; nearly all actives have a fitted effect of over 60% in size
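Readout is the number of GFP-expressing murine LDR cells, counted by cytometry following washing. Cells were treated with compound for 30 h at 37 C; the stably integrated CMV-GFP locus is normally silent.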
IMPase Li inh: cell-permeable IMPase inhibitors with lithium potentiation. CHO-M1 cells, IP1 TR-FRET (IP-One), carbachol + lithium. Potency, µM (doses to about 59.4 µM), for the others: at the highest dose activity, negative = IMPase inhibition, most hits filed as inhibitors. hit rate 0.35% among 210,000;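 note: IP1 builds up when IMPase is blocked and the TR-FRET signal falls; plate controls were basal vehicle for no effect and high inhibitor control for full effect; nearly all actives have a fitted effect of over 50% in size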
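CHO-M1, 2000 cells/well, 16–30 h culture; cpd + low Li+, 30 min 37C; lysis with d2-IP1/Eu-anti-IP1 Ab, 10 min RT; TR-FRET 665/620 ratio and 620 channel; AC50 via Hill.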
Luc counter: Kinase-Glo luciferase inhibition (counter-screen); Q27757; Kinase-Glo luciferase, ATP luminescence, 8 min; Potency, µM (top dose mostly 38.3 µM), without a hit: at the highest dose activity change, negative = inhibition, actives largely listed as inhibitors; hit rate 0.28% among 200,000; AID 1379; note: % is set by controls: 0 for no effect and ±100 for the full control effect; nearly all actives have a fitted effect of over 60% in size
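Compounds were added to a substrate mix at pH 7.2 (50 mM imidazole, 10 uM ATP, within the enzyme's linear range), followed by Kinase-Glo detection reagent; luminescence was measured after 8 minutes at ambient temperature.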
Numbers without * were called inactive; i = inactive; ? = inconclusive; / = not tested or not shown; [ ] = remark or other dose. Unless noted, calls come from the whole dose curve; as a rule, active = well fitted curve in the direction sought with a large enough effect; inconclusive = small, poorly fitted or top-dose-only effect, or another doubt; inactive = no such curve, though single readings can be large; an effect the other way counts as inactive or inconclusive. Potency is the fitted concentration of half-maximal effect.

SMILES	RECQ1 helicase	GoLoco inh red	JMJD2E inh	SMN2 splice up	NPSR antag	Epigenetic reg	IMPase Li inh	Luc counter
Cc1cc(S(=O)(=O)N2CCCOC2CNC(=O)C(=O)NCc2ccco2)ccc1F (stereo not given)	1.8%	2.3%	2.0%	-12.9%	8.5%	-2.2%	?	4.7%
CC1CC(C)CN(C(=O)Nc2ccccc2F)C1 (stereo not given)	-11.1%	-16.0%	?	/	21.3%	-1.2%	/	/
COc1ccc(Cc2nnc(SCC(=O)NC3CCCC3)o2)cc1	3.4%	-1.4%	5.5%	7.0%	-14.4%[46.1 µM]	1.2%	22.9%	-5.0%
Cc1nn(-c2nc3ccccc3s2)c(N)c1Sc1ccc(F)cc1	i	3.0%	2.9%	1.2%	-1.7%[46.1 µM]	-3.2%	-7.8%[38.3 µM]	-7.0%
O=C(N/N=C/c1cccc([N+](=O)[O-])c1)c1nc2ccccc2c(=O)[nH]1	i	-1.0%	3.7%	/	-21.1%	-0.3%	/	/
COc1cc(-c2ccccc2)nc2ccccc12	-6.3%	0.4%	-7.7%	-43.5%[inhibitor]	-4.1%[46.1 µM]	-0.8%	20.9%	6.2%
Cc1ccc2[nH]c(=O)c(CN(CCCO)S(=O)(=O)c3c(C)ccc4nsnc34)cc2c1	3.0%	4.5%	7.5%	-9.6%	-17.8%[46.1 µM]	-4.8%	21.7%[38.3 µM]	1.8%
Cn1c(SCC(=O)Nc2sc3c(c2C#N)CCC3)nnc1C1COc2ccccc2O1 (stereo not given)	-18.7%	48.0%[activator]	5.9%	-11.5%	-28.3%[46.1 µM]	-1.0%	-8.0%[38.3 µM]	9.7%
CC1=NN(C(=O)c2ccc(Cn3nc(C)c([N+](=O)[O-])c3C)cc2)C(O)(C(F)(F)F)C1 (stereo not given)	-13.8%	-0.6%	1.0%	-20.0%	-15.4%[46.1 µM]	-0.2%	6.9%[38.3 µM]	-1.6%
CC(=O)N1CCc2ccc(C(=O)CN3CCN(c4cccc(C)c4C)CC3)cc21	-9.8%	-12.3%	-5.4%	-6.7%	-12.3%[46.1 µM]	1.9%	1.0%[38.3 µM]	3.1%
Cc1cc(CNC(=O)COc2c(F)c(F)cc(F)c2F)c2ccccc2n1	18.4%	1.2%	?	-17.0%	-14.7%	3.6%	3.1%	-1.0%
COc1ccccc1NC(=S)N/N=C/c1ccc(O)cc1	-8.2%	4.7%	-1.5%	11.2µM*	-15.7%	1.0%	-2.3%	-0.2%
CC12C(=O)N(c3cccc(OC(=O)c4ccco4)c3)C(=O)C1C1c3ccccc3C2c2ccccc21 (stereo not given)	-6.0%	4.3%	0.2%	-11.6%	-23.4%[46.1 µM]	3.8%	19.4%[38.3 µM]	-2.4%
CC(Oc1ccc(Cl)cc1Cl)C(=O)NCCN1CCOCC1 (stereo not given)	-1.6%	3.9%	2.0%	1.9%	?	1.0%	-13.1%[38.3 µM]	0.8%
COc1ccc(N(C(C)C(=O)N/N=C/c2ccc(OC(C)C)cc2)S(C)(=O)=O)cc1 (stereo not given)	-3.1%	-7.2%	-3.8%	9.9%	-11.4%[46.1 µM]	-1.4%	26.4%[38.3 µM]	-1.7%
Cc1ccn(CC(=O)N2CCCC(C(=O)c3cccc4ccccc34)C2)n1 (stereo not given)	-2.0%	4.0%	-1.4%	/	6.3%	-0.6%	/	/
CC(C)Oc1ccc(C(CC(=O)O)NC(=O)C2CCCCC2)cc1 (stereo not given)	i	3.2%	5.5%	?	-27.2%[46.1 µM]	-1.1%	-14.0%[38.3 µM]	-3.6%
COc1cccc(N2CC(=O)N(NC(=O)c3sc4nc(C)cc(C)c4c3N)CC2=O)c1	i	-11.3%	?	/	0.6%	1.2%	/	/
Cc1nn(-c2ccccc2)c2[nH]c(=O)c(CNc3ccc4c(c3)OCCO4)cc12	1.5%	-7.7%	4.7%	-12.8%	-17.1%[46.1 µM]	-1.0%	-4.2%[38.3 µM]	1.1%
CCc1cc2ccc(OC)cc2nc1SCC(=O)N1CCN(C(=O)c2ccco2)CC1	0.7%	1.3%	?	/	-33.9%	0.0%	/	/
O=C(c1ccco1)N1CCN(CC(=O)N2CCCc3c2c(=O)oc2ccc(O)cc32)CC1	-4.3%	-2.2%	-3.8%	-3.9%	1.2%[46.1 µM]	0.0%	1.4%	-0.2%
N#C/C(=C\C1=C(N2CCOCC2)C(=C/c2cccc([N+](=O)[O-])c2)/CC1)C(=O)Nc1ccccc1F	i	69.0%[activator]	1.5%	-17.2%	-12.5%	1.1%	0.9%	-18.6%
COc1ccccc1-c1ccc(=O)n(CC(=O)NCc2ccc3c(c2)OCO3)n1	i	1.0%	-10.1%	-16.4%	-20.8%[46.1 µM]	1.3%	6.0%[38.3 µM]	-2.0%
COc1cc(C(=O)Oc2ccccc2/C=N/NC(=O)c2ccc(Cl)cc2Cl)cc(OC)c1OC	-12.1%	4.2%	-5.5%	?	-21.1%[46.1 µM]	-6.8%	43.4%[activator][38.3 µM]	4.1%
O=C(/C=C/c1ccnc2ccccc12)c1cccs1	i	15.7%	12.1%	7.08µM*	?	-2.3%	21.9%	12.6µM*

3 records drawn at random from the list so far:
SMILES	RECQ1 helicase	GoLoco inh red	JMJD2E inh	SMN2 splice up	NPSR antag	Epigenetic reg	IMPase Li inh	Luc counter
Cc1nn(-c2nc3ccccc3s2)c(N)c1Sc1ccc(F)cc1	i	3.0%	2.9%	1.2%	-1.7%[46.1 µM]	-3.2%	-7.8%[38.3 µM]	-7.0%
Cc1ccc2[nH]c(=O)c(CN(CCCO)S(=O)(=O)c3c(C)ccc4nsnc34)cc2c1	3.0%	4.5%	7.5%	-9.6%	-17.8%[46.1 µM]	-4.8%	21.7%[38.3 µM]	1.8%
Cc1ccn(CC(=O)N2CCCC(C(=O)c3cccc4ccccc34)C2)n1 (stereo not given)	-2.0%	4.0%	-1.4%	/	6.3%	-0.6%	/	/

Other entries follow.
SMILES	RECQ1 helicase	GoLoco inh red	JMJD2E inh	SMN2 splice up	NPSR antag	Epigenetic reg	IMPase Li inh	Luc counter
O=C(NCC1CCS(=O)(=O)C1)Oc1ccccc1 (stereo not given)	-0.9%	-8.5%	10.1%	3.3%	6.0%[46.1 µM]	-1.0%	-8.0%[38.3 µM]	-5.3%
O=S(=O)(c1ccccc1)N1CCC2(CCCN(c3ccccc3)C2)CC1	i	24.9%	/	-33.2%	/	/	5.9%	-1.8%
CCN(CC)CCNC(=O)C1c2ccccc2C(=O)N(C)C1c1cn(C)c2ccccc12 (stereo not given)	i	5.8%	-3.3%	-1.4%	-11.7%[46.1 µM]	1.7%	-5.5%[38.3 µM]	7.7%
COc1cc(OC)c2c(=O)c(-c3ccccc3)c(C)oc2c1OC	-1.9%	1.8%	-2.1%	-3.9%	/	1.1%	4.6%	-0.2%
CCOC(=O)N1CCN(C(=O)c2ccc(CNS(=O)(=O)c3ccc(C)cc3)cc2)CC1	-8.0%	6.8%	3.8%	-14.2%	?	5.4%	-35.0%[38.3 µM]	11.4%
CCOc1ccc(N2C(=O)/C(=C/c3ccccc3OCC(=O)OC)N(CC(=O)OC)C2=S)cc1	i	20.4%	-6.1%	-29.8%	-39.2%	-3.2%	11.6%	2.7%
Cc1ccc(-c2cc(C(=O)O)n[nH]2)s1	-2.1%	9.8%	-9.5%	-1.5%	7.8%	-3.2%	-2.1%	1.7%
O=C(OCn1nnc2ccccc2c1=O)c1ccc2ncsc2c1	-12.7%	0.5%	7.3%	-23.0%	-20.3%[46.1 µM]	-0.1%	-6.7%[38.3 µM]	-0.2%
Cc1cc(N)c(C)c([N+](=O)[O-])c1C	-2.8%	-10.4%	-5.0%	-35.8%	27.6%	0.0%	-1.3%	1.5%
CCOc1ccccc1-n1c(SCC(=O)NC2CCCC2)nnc1-c1ccoc1C	-1.8%	4.5%	1.0%	3.8%	-9.2%[46.1 µM]	2.0%	13.0%	-2.4%
CS(=O)(=O)N(CCc1ccccc1)CC(=O)NCc1ccccn1	i	5.7%	0.3%	12.9%	-4.8%[46.1 µM]	-2.1%	0.5%[38.3 µM]	2.1%
N#CC(C(=O)c1ccc(S(=O)(=O)N2CCCCCC2)cc1)c1nc2ccccc2[nH]1 (stereo not given)	-8.3%	4.9%	?	-8.4%	-12.7%[46.1 µM]	-1.0%	-5.8%[38.3 µM]	-2.5%
CCn1c(SCC(=O)NCCc2ccccc2)nc2sc3c(c2c1=O)CCN(C)C3	-1.1%	7.3%	?	/	0.5%	1.1%	/	/
O=C(COC(=O)CNC(=O)c1ccccc1)NCCc1ccccc1	-0.1%	8.0%	4.1%	-11.3%	12.6%	-1.3%	18.9%	3.1%
N#Cc1cc2cc3c(cc2nc1N1CCOCC1)OCO3	i	3.8%	?	7.5%	?	-0.8%	-3.5%[38.3 µM]	0.5%
COC(=O)c1sccc1NC(=O)Nc1ccccc1F	-2.8%	6.9%	-11.8%	/	10.1%	1.3%	1.4%	12.6µM*
O=C(CCc1ccccc1)N1CCN(c2ccccn2)CC1	3.2%	7.3%	5.6%	18.4%	2.6%	0.0%	2.9%	1.0%
CCOCCCNc1nc(C)nc2c1nnn2Cc1c(F)cccc1Cl	-1.2%	8.4%	3.9%	-15.2%	-11.7%	-1.9%	-2.4%	-1.8%
CC(=O)N1CCC(C(=O)Nc2ccccc2)(N(Cc2ccccc2)C(=O)c2cccnc2)CC1	i	10.9%	-0.9%	-13.0%	5.2%[46.1 µM]	-1.0%	-6.5%[38.3 µM]	-3.7%
N#C/C(=C\c1cccs1)C(=O)NCC1CCCO1 (stereo not given)	-2.7%	22.8%	-0.4%	-5.2%	-5.9%[46.1 µM]	0.4%	-5.4%[38.3 µM]	-11.9%
Cn1nc(-c2ccc(Cl)cc2)cc1NC(=O)CCCC(=O)O	-6.1%	8.4%	6.4%	/	-13.2%	2.4%	/	/
CCNC(=S)NNC(=O)c1cc(-c2ccc(OCC)cc2)nc2ccccc12	0.0%	13.9%	?	-14.5%	-0.9%[46.1 µM]	3.8%	13.0%[38.3 µM]	1µM*
COc1ccc(Cn2c(N)c(S(=O)(=O)c3cccs3)c3nc4ccccc4nc32)cc1	8.5%	5.5%	?	-6.2%	70.7%[46.1 µM]	3.2%	?	-5.0%

An excerpt; count on the stated rates, not on these rows.
